Kir21 block = inhibitors of mouse Kir2.1 inward-rectifier potassium channel; P35561; HEK293-Kir2.1, FluxOR thallium flux fluorescence; hits give low values; B-score at 10 µM; 310,000 compounds, 0.85% hits; AID 1672;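 active = fluorescence ratio B-score at or below minus 3 SD of library scores, with starting-brightness B-score within 2 SD, cut at about -4.2 in these data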;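 note: channel flux triggered by added potassium and thallium sulfate stimulus; B-score of peak minus minimum fluorescence over baseline after thallium stimulus; more negative B-score means stronger Kir2.1 block with less thallium influx; some compounds called inactive have numbers as strong as hits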
Target sequence (P35561 whole entry, looked up): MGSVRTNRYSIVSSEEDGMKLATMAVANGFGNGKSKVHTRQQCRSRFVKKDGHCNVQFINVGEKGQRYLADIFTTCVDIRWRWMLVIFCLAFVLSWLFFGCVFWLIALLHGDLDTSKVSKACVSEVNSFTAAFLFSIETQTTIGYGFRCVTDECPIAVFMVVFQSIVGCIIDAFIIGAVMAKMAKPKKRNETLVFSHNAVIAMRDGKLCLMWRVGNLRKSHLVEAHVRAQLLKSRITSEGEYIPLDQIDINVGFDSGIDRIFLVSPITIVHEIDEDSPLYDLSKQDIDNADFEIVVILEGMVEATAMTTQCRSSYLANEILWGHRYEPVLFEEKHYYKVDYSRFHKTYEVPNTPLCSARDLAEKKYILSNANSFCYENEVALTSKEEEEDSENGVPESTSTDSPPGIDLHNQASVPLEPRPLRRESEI
STK33 kinase inh = inhibitors of human STK33 kinase. 320,000 compounds, 0.073% hits. Q9BYT3. purified STK33, MBP phosphorylation, ADP-Glo luminescence. AID 2661. inhibition, % at 10 µM;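 active = inhibition at or above 25%, using the most active replicate where run in duplicate; inactive = inhibition below 25%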
Target sequence (Q9BYT3 whole entry, looked up): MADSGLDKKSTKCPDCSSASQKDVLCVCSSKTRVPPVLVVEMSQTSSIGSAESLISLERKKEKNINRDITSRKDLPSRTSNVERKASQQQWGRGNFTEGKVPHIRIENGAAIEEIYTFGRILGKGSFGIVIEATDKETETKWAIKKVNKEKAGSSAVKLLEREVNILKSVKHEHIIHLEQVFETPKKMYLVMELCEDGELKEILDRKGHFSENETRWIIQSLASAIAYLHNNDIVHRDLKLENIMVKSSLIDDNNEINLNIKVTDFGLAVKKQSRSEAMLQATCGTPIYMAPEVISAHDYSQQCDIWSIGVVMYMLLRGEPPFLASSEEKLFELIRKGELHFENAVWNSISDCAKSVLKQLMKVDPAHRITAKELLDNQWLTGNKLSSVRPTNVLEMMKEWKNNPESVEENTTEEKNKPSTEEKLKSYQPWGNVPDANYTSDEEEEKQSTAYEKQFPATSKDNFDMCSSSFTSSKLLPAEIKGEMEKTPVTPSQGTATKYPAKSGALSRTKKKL
* marks the source's active call; other numbers are inactive results; . = no result given; & = joins results of further samples.

Values in the order: Kir21 block | STK33 kinase inh
> COc1cc(C(=O)Nc2nccs2)cc(OC)c1OC
 : 1.5 | 0.6
> Nc1ccn(-c2ccccc2)c(=O)c1
 : 0.97 | -0.3
> CN(C)C(=O)c1ccc(NC(=O)CSc2nnc(-c3cccs3)n2N)cc1
 : . | -1.2
> Cc1nn(CC(=O)OCC(=O)Nc2c(C(C)C)cccc2C(C)C)c(C)c1[N+](=O)[O-]
 : -1.6 | 0.4
> CC1CCC2(CC1)NC(=O)N(CC(=O)NCCc1c[nH]c3ccccc13)C2=O (stereo not drawn)
 : . | -1.3
> COc1ccccc1/C=C1\Cc2ccccc2C1=O
 : 0.03 | -0.3
> CCOC(=O)C1=C(COC(=O)COc2ccccc2C=O)NC(=O)NC1C (stereo not drawn)
 : . | -0.3
> COc1cccc(C(C(=O)NC2CCCCC2)N(C(=O)c2ccco2)c2ccccc2OC)c1 (stereo not drawn)
 : -1.7 | -0.9
> CC(=O)Cn1c(C(F)(F)F)nc2ccccc21
 : -0.64 | -4.8
> O=C(O)COCC(=O)Nc1ccc(OCCc2ccccc2)cc1
 : -0.9 | -1.3
> O=C1CCC(=O)N1OCCOc1ccc2c(c1)CCC2
 : 1.1 | -1.5
> CS(=O)(=O)N(CC(=O)N1CCN(c2ccc(F)cc2)CC1)C1CCCCC1
 : 0.29 | -1.1
> Cc1c(Cl)c(C(=O)NNC(=S)Nc2ccc(F)cc2)nn1C
 : -0.44 | -0.8
> CC(C)N1C(=O)CCC1C(=O)NC1CCCC1 (stereo not drawn)
 : -1.5 | 0.7
> C=CCc1cccc(/C=N/NC(=O)CCC(=O)Nc2ccc(F)cc2)c1O
 : 0.1 | -0.5
> O=P(CCCO)(Cc1ccccc1)Cc1ccccc1
 : 0.07 | 0.4
> O=C(CCCN1C(=O)/C(=C/c2ccccc2Cl)SC1=S)NNC(=O)c1ccc(Cl)cc1Cl
 : 1.1 | -1.8
> Cc1cc(C)c(S(N)(=O)=O)c(C)c1-n1cnnn1
 : -0.68 | -1.9
> CCSc1nnc(NC(=O)CCCOc2ccc(C)cc2)s1
 : -2.1 | -1.6
> O=C(NC1CCCCC1)C(c1ccccc1)N(Cc1ccc2c(c1)OCO2)C(=O)c1cnsn1 (stereo not drawn)
 : -0.65 | 1.5
> COCCn1c(-c2ccc(Cl)cc2)nc2c(c(=O)c3ccccc3n2C)c1=O
 : 0.08 | -2.0
> CN1C(=O)C(Cc2cnc[nH]2)NC1=S (stereo not drawn)
 : -1.7 | -0.3
> O=C(Cc1cnc2ncnn2c1)N1CCc2c([nH]c3ccccc23)C1c1ccccc1F (stereo not drawn)
 : -1.2 | -1.9
> COc1ccccc1-n1c(-c2ccccc2)c[n+]2c1CCc1ccccc1-2
 : -14* | -0.8&-0.5
> O=C(NC1CCCCC1)C1CCCN1S(=O)(=O)c1ccc(Cl)cc1 (stereo not drawn)
 : 0.24 | 0.1
> O=C(C1CCN(S(=O)(=O)c2ccccc2F)CC1)N1CCc2ccccc2C1
 : -0.14 | -1.3
> Cn1c(C(=O)O)cc2cc(Oc3ccccc3)ccc21
 : 0.83 | -0.3
> Nc1nnc(SCC(=O)N2CCN(c3ccccc3)CC2)n1-c1ccccc1
 : -2.3 | -0.8
> CCOC(=O)C1=C(COC(=O)c2c(OC)cccc2OC)NC(=O)NC1C (stereo not drawn)
 : -0.95 | 2.5
> CN(CC(=O)NC1CCCCCCC1)S(=O)(=O)c1cccc2cccnc12
 : 0.03 | -2.4
> Cc1cc(C)c(NC(=O)COC(=O)C2CCCO2)c(C)c1 (stereo not drawn)
 : . | -1.8
> COc1cccc(C(=O)NCCSc2ccc(Br)cc2)c1
 : -1.2 | 0.7
> O=C(N/N=C/c1ccc([N+](=O)[O-])o1)c1cc(-c2ccncc2)nc2ccccc12
 : -0.75 | 3.2
> CCCCNC(=O)CSc1nc2c(sc(=S)n2-c2cc(Cl)ccc2OC)c(=O)[nH]1
 : 0.87 | -1.1
> C/C=C/c1ccc(OCCOCCOc2cccc3cccnc23)c(OC)c1
 : -3.4 | -1.9
> COc1ccc(Cc2nnc(SCC(=O)N(C)c3ccccc3)o2)cc1
 : -0.01 | 0.5
> CCN(CC(=O)Nc1cccc(S(=O)(=O)N2CCCCC2)c1)Cc1ccccc1
 : -0.91 | -1.3
> Fc1ccc2cnc(-c3ccccc3)cc2c1
 : . | -0.6
> CC(=O)c1cc(F)c(N2CCN(c3ccc([N+](=O)[O-])cc3F)CC2)cc1C
 : -0.06 | -0.5
> CCOC(=O)C1(Cc2ccc(O)cc2)NC(c2ccco2)C2C(=O)N(c3ccccc3F)C(=O)C21 (stereo not drawn)
 : 1.8 | -0.3

Fetched by structure from above (six):
Values in the order: Kir21 block | STK33 kinase inh
> O=C(C1CCN(S(=O)(=O)c2ccccc2F)CC1)N1CCc2ccccc2C1
 : -0.14 | -1.3
> CN(CC(=O)NC1CCCCCCC1)S(=O)(=O)c1cccc2cccnc12
 : 0.03 | -2.4
> C/C=C/c1ccc(OCCOCCOc2cccc3cccnc23)c(OC)c1
 : -3.4 | -1.9
> CC(=O)c1cc(F)c(N2CCN(c3ccc([N+](=O)[O-])cc3F)CC2)cc1C
 : -0.06 | -0.5
> COCCn1c(-c2ccc(Cl)cc2)nc2c(c(=O)c3ccccc3n2C)c1=O
 : 0.08 | -2.0
> COc1ccc(Cc2nnc(SCC(=O)N(C)c3ccccc3)o2)cc1
 : -0.01 | 0.5

New compounds follow.
Values in the order: Kir21 block | STK33 kinase inh
> COc1ccc(OC)c(NC(=O)CCN2CCN(c3ccccc3F)CC2)c1
 : 0.12 | 1.9
> CCN(C(=O)CSc1nc2cc(C(F)(F)F)ccc2n1Cc1ccccc1)C1CCS(=O)(=O)C1 (stereo not drawn)
 : -0.93 | -0.5
> Cc1cc(C)nc(NS(=O)(=O)c2ccc(NC(=S)NC(=O)CC(C)C)cc2)n1
 : 0.46 | -0.4
> CC1CC(C)CN(C(=O)c2ccc3c(=O)n(Cc4ccc5c(c4)OCO5)c(=S)[nH]c3c2)C1 (stereo not drawn)
 : -0.39 | -1.0
> CCOC(=O)c1cn2nc(Oc3ccc(C#N)cc3)ccc2n1
 : -0.03 | -0.3
> Cc1cccc(OCCCC(=O)Nc2ccc(N3CCOCC3)cc2)c1
 : 1.1 | -1.4
> O=S(=O)(NCc1ccc(F)cc1)c1ccc(-n2cccn2)cc1
 : 0.81 | -1.9
> O=C1N(Cc2ccccc2)c2ccc(Cl)cc2C12OCCO2
 : -1.3 | -1.0
> CC(C)C(=O)Nc1cccc(C(=O)Nc2ccccc2C(=O)O)c1
 : 0.36 | 4.5
> Cc1ccc(NC(=O)c2ccc(NCCCN3CCOCC3)c([N+](=O)[O-])c2)cc1Cl
 : 0.08 | -2.4
> Cc1sc(NC(=O)CN(Cc2ccc(F)cc2)C(=O)C(C)C)c(C(N)=O)c1C
 : -0.44 | -1.7
> COc1ccc(NC(=O)CCC(=O)N/N=C/c2cn(C)nc2C)cc1
 : 0.11 | 0.1
> Cc1ccn2c(NC3CCCC3)c(-c3ccccn3)nc2c1
 : -1.6 | 1.4
> CCc1nnc(NC(=O)CSc2nnc(-c3ccccc3O)n2CC)s1
 : 0.5 | .
> O=C(CSc1nnc(CNC(=O)c2c(F)cccc2F)o1)NCCc1ccccc1
 : 0.22 | -0.7
> CCc1c(C)[nH]c2nc3ccccc3n2c1=O
 : -0.55 | -1.0
> CCCCC(NC(=O)c1ccc(C#N)cc1)C(=O)NCCC (stereo not drawn)
 : . | 0.5
> CCCCOC(=O)CNc1nnc(SCC(=O)OCC)[nH]c1=O
 : -5.7* | -0.7
> Cn1c(Cc2cccs2)nnc1SC/C=C/c1ccccc1
 : -1 | 0.7
> O=C(NCCCN1CCOCC1)c1onc(CSc2nc3ccccc3[nH]2)c1C(=O)NCCCN1CCOCC1
 : 0 | 8.0
> COc1ccc2[nH]cc(CCNC(=O)C3CCCNC3=O)c2c1 (stereo not drawn)
 : 2.1 | -1.2
> Cc1ccc(C(=O)N2CCCC(CCC(=O)N3CCN(c4ccccn4)CC3)C2)cc1C (stereo not drawn)
 : -2 | 0.1
> CCC(C(=O)Nc1cc(C)cc(C)n1)c1ccccc1 (stereo not drawn)
 : 1.3 | -1.5
> Cn1c(=O)c2c(O)c(C=NCc3ccccc3)c(=O)n(C)c2n(C)c1=O
 : 1.1 | 0.2
> CCCCCNCc1cccn1C
 : -0.04 | -0.5
> CCOC(=O)C(NC(=O)c1ccccc1)(OCc1ccccc1)C(F)(F)F (stereo not drawn)
 : 0.78 | -0.7
> CCc1ncc(C(O)c2cccc3ccccc23)n1C (stereo not drawn)
 : -2 | 1.5
> CCn1c(CCn2c3ccccc3c3ccccc32)n[nH]c1=S
 : 1.5 | 0.5
> CCCCN1C2=NCCCN2c2ccccc21
 : 1.1 | -0.7
> Cc1ccc(S(=O)(=O)N2CCOCC2)cc1NC(=O)COC(=O)c1n[nH]c(=O)c2ccccc12
 : -0.01 | -1.2
> COc1ccc(-c2ccc3ccccc3n2)cc1OC
 : 0.46 | 12
> Cc1cc(C(=O)N/N=C/c2cn(C)nc2C)c2ccccc2n1
 : 2.1 | -0.1
> COc1ccc(CC(=O)N2CCc3cc(OC)c(OC)cc3C2O)cc1OC (stereo not drawn)
 : 0.9 | 1.0
> COc1ccc(C2SCC(=O)N2CCc2ccc(OC)c(OC)c2)cc1 (stereo not drawn)
 : -0.98 | -0.6
> Cc1ccc(S(=O)(=O)N2CCCC(C(=O)NCc3ccccc3F)C2)cc1 (stereo not drawn)
 : 0.58 | -1.6
> CSc1ccccc1NC(=S)Nc1ccccc1C(F)(F)F
 : 0.15 | -1.0
> COc1ccc(-c2c(C)nn3c(C)cc(C)nc23)cc1
 : 2.2 | 1.1
> COCC(C)n1c(SC(C)C(=O)NC2CCCCC2C)nc2ccccc2c1=O (stereo not drawn)
 : 0.41 | -1.4
> OC(CN1CCN(c2cccc(C(F)(F)F)c2)CC1)c1c[nH]c2ccccc12 (stereo not drawn)
 : 0.05 | -0.5
> CC(c1ccco1)N(C(=O)Nc1ccccc1)C1CCCCC1 (stereo not drawn)
 : -1.5 | 0.0
> Cc1ccc(NC(=O)c2cc3ccccc3oc2=N)cc1
 : 0.66 | 0.1
> O=C(Nc1cc(S(=O)(=O)N2CCOCC2)ccc1N1CCCCC1)c1ccccc1Br
 : . | -0.4
> Cc1ccc(C(=O)Nc2ccccc2C(=O)Nc2ccccn2)cc1Cl
 : -1.1 | 0.7
> CN(C)CCCN(C(=O)c1ccc(S(=O)(=O)N2CCOCC2)cc1)c1nc2ccc(F)cc2s1
 : -0.58 | 0.3
> COc1cccc(OC)c1C(=O)NNS(=O)(=O)c1ccc2ccccc2c1
 : 1.7 | 1.1
> COCc1cc(=O)[nH]c(-c2csc(C)n2)n1
 : 0.59 | -1.3
> COc1cc(C2C(C(=O)c3ccc(C)o3)=C(O)C(=O)N2CCCn2ccnc2)cc(OC)c1OC (stereo not drawn)
 : -1.2 | -1.3
> COC1CCCN(C(=O)c2cccc(OC3CCN(S(C)(=O)=O)CC3)c2)C1 (stereo not drawn)
 : -0.62 | -1.2
> Cc1nnsc1C(=O)NNc1ccc(C(C)(C)C)cc1
 : -0.34 | -0.7
> Cc1cc(C)c(C(=O)N2CCCC(CNS(=O)(=O)N(C)C)C2)o1 (stereo not drawn)
 : 0.46 | 1.0
> Cc1cccc(NC(=O)CNC(=O)CSc2nnc(C(F)(F)F)n2C)c1C
 : . | 0.3
> Cc1cc(C(=O)CSc2n[nH]c(N)n2)c(C)n1-c1ccccc1
 : 0.97 | -2.6
> COc1cc(C(=S)N2CCOCC2)ccc1OC(=O)c1ccccc1[N+](=O)[O-]
 : 0.67 | 0.5
> Cc1cccc(NC(=O)CCN2CCC(C)CC2)c1
 : -0.45 | 0.5
> O=C(CCNc1n[nH]c(=O)[nH]c1=O)N/N=C/c1ccc(C(F)(F)F)cc1
 : 0.73 | 0.1
> CCOCCCNC(=O)C1CCN(c2cc(C)nc3c(-c4ccc(OC)c(OC)c4)c(C)nn23)CC1
 : -1.7 | -0.7
> C/C(CC(=O)Nc1cccc(Cl)c1C)=N\NC(=O)Cc1csc(N)n1
 : 2.5 | 1.4
> O=c1oc2ccccc2n1Cc1cccc(Cl)c1
 : -0.3 | -3.2
> O=c1c2ccccc2nc2n1C(CSCc1cccc(C(F)(F)F)c1)CS2 (stereo not drawn)
 : 2 | -0.9
> CCc1ccc(C(=O)COC(=O)c2cccnc2Cl)cc1
 : 0.68 | 1.2

Profiles, looked up by structure. Screens in order: Kir21 block, STK33 kinase inh
Shown for CCOCCCNC(=O)C1CCN(c2cc(C)nc3c(-c4ccc(OC)c(OC)c4)c(C)nn23)CC1 → -1.7, -0.7
Shown for COCc1cc(=O)[nH]c(-c2csc(C)n2)n1 → 0.59, -1.3

Next part.
Values in the order: Kir21 block | STK33 kinase inh
> O=C(O)CC(C(=O)OC1CCCCC1)N1CCOCC1 (stereo not drawn)
 : -0.3 | -1.3
> COc1ccc(-c2cn(-c3ccc(C)cc3C)c(=S)[nH]2)cc1OC
 : 0.6 | -1.4
> COc1ccc(CCNC(=O)/C(C#N)=C2\N=C(NC(=O)c3cccs3)c3ccccc32)cc1
 : -0.24 | 4.6
> COc1ccc(-c2cc(=O)oc3cc(OCC(=O)N4CCOCC4)ccc23)cc1
 : 0.01 | -0.8
> COc1ccc(C(=O)/C=C/c2cc(C(=O)O)cc3c2OCOC3)c(O)c1
 : 0.95 | -3.2
> COC(=O)CN(c1ccc(C)cc1)S(=O)(=O)c1ccc(F)cc1
 : -1.3 | -0.1
> Cc1ccc(C(CC(=O)O)NC(=O)CN2C(=O)c3ccccc3C2=O)cc1 (stereo not drawn)
 : 0.48 | 0.1
> Cc1noc(C)c1CSc1ccccc1C(=O)OC(C)C(N)=O (stereo not drawn)
 : -0.17 | -1.5
> COc1ccccc1Nc1c([N+](=O)[O-])cc(C)cc1[N+](=O)[O-]
 : 0.6 | 0.0
> CC(=O)N1CCC2(CC1)C/C(=N\NC(=S)Nc1ccc(C)cc1)c1cc(O)ccc1O2
 : -0.04 | -0.3
> Cc1cc(-c2nc(C)c(C(=O)NNS(=O)(=O)c3ccc(Cl)cc3Cl)s2)no1
 : 1.4 | 3.2
